Bioassay records (PubChem BioAssay)
Giardia kill: Small Molecules that selectively kill Giardia lamblia: qHTS | 340,000 compounds, 0.15% hits | activity change, % at 7.66 µM, hits read low | Giardia lamblia trophozoite viability | AID 540267, 2011; in the data active = activity change below about -80%; inconclusive = between about -30% and that limit;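 also: parasites exposed to compound for two days anaerobically before the ATP read; % is scaled to controls: 0 for no effect and ±100 for the full control effect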
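Luminescent ATP signal served as the viability read-out, measured 15-30 min after adding ATP detection reagent to trophozoites that had been incubated with compounds for 48 hrs at 37 deg C anaerobically at 100 cells/well.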
USP2a block: qHTS Assay for Inhibitors of Ubiquitin-specific Protease USP2a Using CHOP2 as the Reporter; AID 463254, 2010; 330,000 compounds, 0.01% hits; USP2 core, Ub-CHOP2 coupled fluorogenic reporter, 485/531; Potency, µM (series often up to 38.3 µM), for the others: top-dose activity change, negative = inhibition, hits mostly inhibitors;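 also: potency is read from the fitted curve at half-maximal effect; plate controls were DMSO wells for no effect and full inhibition by NEM control for full effect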
Target sequence (O75604 whole entry, looked up): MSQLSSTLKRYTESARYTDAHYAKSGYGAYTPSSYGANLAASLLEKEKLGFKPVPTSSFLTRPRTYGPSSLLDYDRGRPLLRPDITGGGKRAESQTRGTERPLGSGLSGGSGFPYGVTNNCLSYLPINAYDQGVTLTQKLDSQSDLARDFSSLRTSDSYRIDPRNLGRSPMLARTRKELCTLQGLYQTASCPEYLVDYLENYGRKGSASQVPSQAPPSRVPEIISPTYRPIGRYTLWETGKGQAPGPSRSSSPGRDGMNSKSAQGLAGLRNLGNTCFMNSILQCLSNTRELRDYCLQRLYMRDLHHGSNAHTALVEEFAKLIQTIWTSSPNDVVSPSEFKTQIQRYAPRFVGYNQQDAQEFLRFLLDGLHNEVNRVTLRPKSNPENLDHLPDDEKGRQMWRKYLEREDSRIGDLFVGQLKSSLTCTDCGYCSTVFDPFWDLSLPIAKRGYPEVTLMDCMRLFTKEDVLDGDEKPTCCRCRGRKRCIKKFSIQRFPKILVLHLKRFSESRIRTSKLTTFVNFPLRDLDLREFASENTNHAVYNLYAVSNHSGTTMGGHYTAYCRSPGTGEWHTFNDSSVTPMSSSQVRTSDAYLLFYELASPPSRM
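Deubiquitinase activity read as fluorescence (485/531 nm) after Ub-CHOP2 cleavage activates the enterokinase reporter on its substrate; USP2 core 10nM, Ub-CHOP2 and substrate 25nM each, 30min compound preincubation then 60min RT; data normalized to NEM, curves fitted.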
B2AR arrestin: qHTS assay of beta-arrestin-biased ligands of beta2-adrenergic receptor | Beta-2 adrenergic receptor (Homo sapiens), P07550 | beta-arrestin recruitment to beta2AR, cell-based reporter | Potency, µM (top dose mostly 46.1 µM), for the others: at the highest dose activation, actives largely listed as activators | 330,000 compounds, 0.02% hits;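 also: potency is read from the fitted curve at half-maximal effect; 0% = DMSO controls and full agonism = EC100 isoproterenol or metaproterenol; nearly all actives have a fitted effect of over 65% in size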
Target sequence (P07550 whole entry, looked up): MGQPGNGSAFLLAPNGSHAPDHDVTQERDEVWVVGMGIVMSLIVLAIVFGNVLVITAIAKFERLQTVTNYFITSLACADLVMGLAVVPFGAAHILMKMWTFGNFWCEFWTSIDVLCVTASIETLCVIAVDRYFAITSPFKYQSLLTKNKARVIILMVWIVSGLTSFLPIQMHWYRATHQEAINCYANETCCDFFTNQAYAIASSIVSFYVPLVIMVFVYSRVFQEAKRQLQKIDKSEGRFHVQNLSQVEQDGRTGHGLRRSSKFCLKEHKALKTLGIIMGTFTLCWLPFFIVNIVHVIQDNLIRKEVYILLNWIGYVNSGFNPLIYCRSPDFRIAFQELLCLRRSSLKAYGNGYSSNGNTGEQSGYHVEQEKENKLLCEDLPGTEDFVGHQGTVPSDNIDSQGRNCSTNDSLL
KCNH2 3.1 block: qHTS for Inhibitors of KCHN2 3.1: Mutant qHTS; Potassium voltage-gated channel subfamily H member 2, brain isoform KCNH2 3.1 (human); U2OS KCNH2 3.1, thallium flux FluxOr; hits give low values; activity change, % (tested at about 1.8 µM); 340,000 compounds, 0.95% hits; AID 720553, 2013;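 active = maximum activity change below -70%; inconclusive = maximum activity change from -70% to -50%; inactive = maximum activity change above -50%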;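 also: thallium influx rate constant from kinetic fluorescence after stimulation buffer; % is scaled to controls: 0 for no effect and ±100 for the full control effect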
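Thallium flux via FluxOr fluorescence (Red40 quencher, 45 min loading) in U2OS cells virally expressing the KCNH2 3.1 isoform (1.77 x 10^8 /mL virus, overnight at 37 C). Rate constants from 2-min kinetic reads post-stimulation, normalised to positive and negative controls.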
MLL CXXC-DNA inh: qHTS Fluorescence Polarization Assay for Inhibitors of MLL CXXC domain - DNA interaction. Histone-lysine N-methyltransferase 2A (Homo sapiens), Q03164. MLL-CXXC / FITC-HOXA9 DNA fluorescence polarization. Potency, µM (titrated, usually from 115 µM), for the others: at the highest dose activity change, negative = inhibition, actives largely listed as inhibitors. 290,000 compounds, 0.037% hits. AID 2662, 2010; active = well fitted inhibition curve with a large enough effect in the polarisation, with a control signal flat, not every such curve was filed as active; inconclusive = small, poorly fitted or top-dose-only effect, or effect the other way, or a change in a side signal; inactive = no such curve, though single readings can be large or run the other way; the % refers to the polarisation; also: potency is read from the fitted curve at half-maximal effect
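Fluorescence polarization: 7 uM MLL-CXXC (stock) preincubated 5 min with compounds, then 50 nM fluorescein-HOX-A9 DNA (stock) added; 30 min ambient. Buffer 50 mM Tris-HCl pH 7.5, 50 mM NaCl, 1 mM DTT, 0.05% BSA.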
Menin MLL FP TR: qHTS Assay for Inhibitors Targeting the Menin-MLL Interaction in MLL Related Leukemias: Competition With Texas Red Labeled MLL-derived Mutant Peptide | O00255 | Menin + Texas Red MLL mutant peptide, fluorescence polarization | Potency, µM (doses to about 61.6 µM), for the others: at the top dose FP activity change, negative = inhibition, most hits filed as inhibitors | 270,000 compounds, 0.23% hits | AID 1768, 2009; active = well fitted inhibition curve with a large enough effect in the polarisation, with a control signal flat, not every such curve was filed as active; inconclusive = small, poorly fitted or top-dose-only effect, or effect the other way, or a change in a side signal; inactive = no such curve, though single readings can be large or run the other way; the % refers to the polarisation; also: potency is read from the fitted curve at half-maximal effect; % of control where 0% means no effect; many of its hits are not listed in these tables
hERG WT inh: qHTS for Inhibitors of KCHN2 3.1: Wildtype qHTS; Voltage-gated inwardly rectifying potassium channel KCNH2 (Homo sapiens), Q12809; U2OS, BacMam KCNH2, thallium flux FluxOr; hits give low values; activity change, % at 1.84 µM; 340,000 compounds, 0.37% hits; AID 720551, 2013;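 active = maximum activity change below -70%; inconclusive = maximum activity change between -70% and -50%; inactive = maximum activity change above -50%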; also: % is scaled to controls: 0 for no effect and ±100 for the full control effect
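U2OS cells transduced with wild-type KCNH2 virus are loaded with FluxOr dye for 45 min, and thallium flux is measured in kinetic reads before and after stimulation buffer. Rate constants are normalized to DMSO controls.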
FBPA coupling cs: qHTS Assay for Inhibitors of Fructose-1,6-bisphosphate Aldolase from Giardia Lamblia: Coupling assay counterscreen | coupling enzyme system counterscreen, AmpLite Red fluorescence | activity change, negative = inhibition, % at 58.2 µM, hits read low | 290,000 compounds, 0.67% hits; in the data active = activity change below about -30%; also: % is scaled to controls: 0 for no effect and ±100 for the full control effect
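First, compound is pin-transferred into glyceraldehyde-3-phosphate coupling-enzyme reagent at 57.5 uM final and held 10 min at RT. Next, substrate, coupling system and AmpLite Red are added. After 20 min RT, fluorescence (525/598 nm) is read.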
PKM2 activator: qHTS Assay for Activators of Human Muscle isoform 2 Pyruvate Kinase | purified PKM2, Kinase-Glo ATP luminescence, activation; response scale: 0% is enzyme alone, no compound | 260,000 compounds, 0.34% hits | Pyruvate kinase PKM (Homo sapiens), P14618 | AID 1631, 2009 | Potency, µM (doses to about 57.5 µM), for inactives: at the highest dose activation, hits mostly activators; also: potency is read from the fitted curve at half-maximal effect; % is scaled to controls: 0 for no effect and ±100 for the full control effect; nearly all actives have a fitted effect of over 55% in size
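ATP formation by purified human PK-M2, quantified via coupled luciferase luminescence after 1 h at room temperature with 0.1 mM ADP and 0.5 mM PEP final.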
GALK inh: qHTS Assay for Inhibitors of Human Galactokinase (GALK); Purified GALK, Kinase-Glo residual ATP luminescence; Potency, µM (top dose mostly 57.5 µM), without a hit: at the highest dose activity change, negative = inhibition, most hits filed as inhibitors; AID 1868, 2009; 270,000 compounds, 0.007% hits; also: potency is read from the fitted curve at half-maximal effect; % is scaled to controls: 0 for no effect and ±100 for the full control effect
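Galactose (100 uM) and ATP (35 uM) were turned over by 5 nM GALK for 1 h at RT. Kinase-Glo Plus then converted the remaining ATP into a luminescent signal.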
TRPV1 agonist: HTS Assay for Compounds that Act as Agonists of the Vanilloid Receptor 1. Transient receptor potential cation channel subfamily V member 1 (Homo sapiens), Q8NER1. TRPV1-expressing cells, Fluo-8 calcium influx, agonist mode. activation, % at 8.33 µM. 320,000 compounds, 0.19% hits; in the data active = activation above about 80%; inconclusive = between about 30% and that limit; also: 0% is about no effect
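TRPV1-expressing cells were cultured overnight at 35.5C and loaded with Fluo-8 calcium dye for 40 to 90 min at room temperature. After a 10 s baseline, compound was added and calcium influx was read kinetically for 3 min (ex 480/em 520 nm).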
Active calls of the source: *; i = inactive; u = inconclusive; x = no result given; [ ] = dose if it differs, or a comment. Unless noted, calls follow the shape of the dose curve; as a rule, active = well fitted curve in the direction sought with a large enough effect; inconclusive = small, poorly fitted or top-dose-only effect, or another doubt; inactive = no such curve, though single readings can be large; an effect the other way counts as inactive or inconclusive. A portion of the library. The share of hits here may be higher or lower than overall.

SMILES	Giardia kill	USP2a block	B2AR arrestin	KCNH2 3.1 block	MLL CXXC-DNA inh	Menin MLL FP TR	hERG WT inh	FBPA coupling cs	PKM2 activator	GALK inh	TRPV1 agonist
COc1ccc(NS(=O)(=O)c2ccc(C)c(C(=O)N3CCCCCCC3)c2)cc1	-8	-3%	-0.7%	-5	x	x	7	x	x	x	-4
CCOc1ccc(C(=O)NC(C)(C)CC)cc1	-15	-1%	0.1%	8	-2%	-8%	9	3	-4%	9%	-1
O=C(COc1cccc2ccccc12)N1CCN(c2ccccn2)CC1	-7	3%	-0.9%	-2	0%	-11%	-8	3	0%	-2%	1
Cc1ccccc1NC(=O)/C(=C/c1cccs1)NC(=O)c1ccco1	2	7%	0.2%	3	1%	9%	-3	2	-22%	0%	-1
COc1cc(/C=C2\CCCc3c2nc2ccccc2c3C(=O)O)cc(Cl)c1O	-13	0%	-0.2%	21	19%	17%	-5	6	5%	-5%	-4
O=C(NCCO)/C(=C\c1ccc(Br)cc1)NC(=O)c1cccs1	-10	-8%	9.2%	-14	10%	8%	3	2	7%	0%	2
COc1ccccc1CCC(=O)N1CCC(n2nccc2NC(=O)CC(C)C)CC1	5	1%	-0.2%	26	9%	x	23	x	-15%	4%	1
Cn1c(N)c(S(=O)(=O)N2CCN(c3ccccc3)CC2)c(=O)n(C)c1=O	5	2%	-0.9%	x	-2%	5%	-1	1	7%	1%	5
CCCn1nnc(NC(=S)NC(=O)/C=C/c2ccc(Cl)cc2)n1	5	-1%	-0.7%	-5	-1%	x	-4	2	-1%	x	1
CC(NC(=O)CNC(=O)c1sc2ccccc2c1Cl)c1cccnc1 (stereo not given)	-8	-1%	0.1%	-4	-4%	1%	3	1	-3%	0%	24
Cc1c(NC(=O)Nc2ccccc2)c(=O)n(-c2ccccc2)n1C	4	-1%	0.8%	15	6%	0%	8	1	x	-3%	2
O=C(COn1nnc2ccc(Cl)cc21)NC12CC3CC(CC(C3)C1)C2	-18	0%	0.4%	-3	-2%	0%	-3	-4	-3%	-2%	15
Cc1nnnn1/C(=C\c1ccccc1)C(=O)OCC(=O)NC(C)(C)C	-4	3%	-0.4%	8	-1%	-18%	3	4	20%	-2%	-1
O=C(Nc1ccsc1C(=O)O)c1cccc(C(F)(F)F)c1	-7	0%	3.3%	7	-14%	u	10	-4	x	-9%	-3
CCOC(=O)CSc1nnnn1-c1cc(OC)ccc1OC	-5	2%	-0.3%	-10	7%	4%	27	-1	1%	4%	-1
CCn1c2ccccc2c2cc(NC(=O)CSc3nnc(-c4cccc(F)c4)o3)ccc21	-1	1%	0.2%	6	19%	x	6	1	3%	1%	1
Cc1ccc(C(=O)Nc2ccc(C(=O)N/N=C/c3ccncc3)cc2)cc1	x	4%	0.3%	x	20%	33%[activator]	x	5	-3%	0%	-2
CCOC(=O)N1CCN(C(=O)COc2ccc3c(c2)C(=O)CC2(CCN(C(C)=O)CC2)O3)CC1	-7	-1%	-0.5%	-9	14%	13%	-20	1	-5%	-1%	-3
CCOc1ccc(Cl)cc1S(=O)(=O)NC1CCCC1	-6	0%	0.5%	-11	-2%	x	2	x	-1%	4%	26
O=C(Nc1ccc(Cl)cc1C(=O)NCC1CCCO1)c1ccco1 (stereo not given)	-10	x	x	x	-5%	-14%	10	5	-4%	6%	15
Cc1ccc2c(c1)c1ncnc(N3CCOCC3)c1n2C	2	3%	-0.4%	13	8%	10%	-3	0	1%	0%	10
CCOc1ccccc1/C=N/NC(=O)c1nnn(-c2nonc2N)c1CN1CCCC1	-1	3%	-0.1%	6	-4%	-25%	2	-3	x	-5%	1
CCOc1[nH]n(-c2ccc(Cl)cc2)c(=O)c1C=Nc1ccc(C)cc1	x	0%	-0.7%	x	-7%	-5%	x	0	3%	-4%	-3
COc1ccc(C2NC(=O)NC(C)=C2[N+](=O)[O-])cc1 (stereo not given)	5	3%	0.1%	-3	6%	29%	4	0	1%	5%	4
Cc1ccc(S(=O)(=O)c2nc(-c3ccccc3)oc2N2CCCC2)cc1	-9	3%	0.1%	26	x	x	4	x	x	x	-1
O=C(/C=C/c1ccc(-c2ccccc2[N+](=O)[O-])o1)c1ccccc1	-27	2%	-0.3%	-1	-4%	u	17	-25	12%	x	12
COc1ccc(S(=O)(=O)N2c3ccccc3OCC2C(C)(C)C)cc1 (stereo not given)	10	0%	-0.2%	1	-2%	6%	i	-2	7%	0%	16
COc1ccc(C(=O)Nc2cccc(/C(C)=N/NC(=O)c3ccc([N+](=O)[O-])c(C)c3)c2)cc1OC	-7	0%	-0.7%	-9	5%	u	2	0	3%	1%	2
COc1ccccc1CNC(=O)Cc1cc(=O)[nH]c(=O)[nH]1	13	3%	-1.0%	15	4%	9%	-6	4	-2%	x	6
Cc1ccc(CC(=O)Nc2cc(C)ccn2)cc1	0	-1%	0.0%	17	7%	1%	7	0	0%	0%	2
Cc1[nH]n(-c2ccccc2)c(=O)c1N=Nc1ccccc1	4	-6%	0.2%	14	-20%	u	1	0	1%	1%	-2
NS(=O)(=O)c1ccc(CCNC(=O)c2ccc(Cl)s2)cc1	-15	0%	3.0%	2	18%	2%	-9	1	-1%	0%	3
Cc1cc(C(F)F)n2nc(C(=O)Nc3cccc(S(=O)(=O)N4CCOCC4)c3)nc2n1	7	-1%	0.6%	11	u	9%	2	4	-2%	2%	-2
CCCn1nnc(NC(=O)c2cccc(OCC(C)C)c2)n1	-8	u	0.4%	0	-2%	4%	8	3	-1%	7%	u
Cc1cc(C)c2nc(N3CCCN(C(=O)c4cnccn4)CC3)c(C#N)cc2c1	-14	0%	-0.6%	7	-2%	-4%	6	1	10%	5%	4
CCc1nc(SCc2cccnc2)c(C#N)cc1C	1	-6%	-0.4%	11	-1%	-7%	-13	28	17%	1%	-1
CCN(CC)c1ccc2cc(C(=O)Nc3ccccn3)c(=O)oc2c1	-6	7%	-0.1%	-7	u	-13%	-11	0	-10%	1%	29
Cc1cc(C)n(-c2ccccc2C#N)n1	5	4%	0.3%	0	-6%	x	3	-13	3%	-1%	14
O=C(NC1CCCc2ccccc21)c1ccccc1Cl (stereo not given)	22	2%	-1.0%	3	1%	-1%	-10	1	-1%	0%	-2
O=C(c1ccc2c(=O)n3c(nc2c1)CCCCC3)N1CCN(c2ccc(F)cc2)CC1	-9	1%	-0.9%	-5	-8%	x	-7	3	5%	0%	x
O=C(Oc1cccc(Br)c1)c1cccnc1	9	0%	-1.3%	18	44%[activator]	22%	-12	0	-5%	2%	17
O=C(O)c1cccc(Cn2c(Cl)c(/C=N/NC(=O)c3ccccc3)sc2=O)c1	14	3%	-0.4%	2	-22%	-3%	-3	8	2%	-4%	4
CCOC(=O)NC(=O)COC(=O)c1ccc(Sc2ncn[nH]2)c([N+](=O)[O-])c1	-15	1%	0.1%	-20	-14%	-5%	3	13	5%	-2%	-7
O=C(COc1ccc(Cl)cc1Cl)NC(=O)c1ccccc1	-17	1%	0.1%	-19	14%	x	-4	x	-5%	-2%	-2
Cc1cccc(NC(=O)C2CCCN2S(=O)(=O)c2ccc(Cl)cc2)n1 (stereo not given)	9	1%	-0.4%	-1	4%	x	-7	x	6%	-4%	9
Cc1nc2cc(Cl)c(Cl)cc2nc1C	10	2%	-0.2%	0	5%	11%	0	-2	-1%	1%	0
O=c1c(F)cn(C2CCCO2)c(=O)n1Cc1c(F)cccc1Cl (stereo not given)	17	0%	0.0%	11	7%	-2%	4	1	1%	-4%	8
COc1ccc(-c2nc(C)ncc2-c2ccc(Cl)cc2)c(O)c1	2	1%	-0.4%	-2	13%	u	32	1	x	0%	14
N#CCC(=O)Nc1ccc(C(=O)OCC(=O)N2CCN(C(=O)c3ccco3)CC2)cc1	1	0%	0.4%	9	x	x	-19	x	x	x	x
